FBPA Giardia inh = qHTS Assay for Inhibitors of Fructose-1,6-bisphosphate Aldolase from Giardia Lamblia; A8B2U2; purified Giardia FBPA; Potency, µM (highest dose often 59.6 µM), inactives show top-dose activity, negative = inhibition, hits mostly inhibitors; 0.71% of 290,000 active; note: potency is the fitted concentration of half-maximal effect; nearly all actives have a fitted effect of over 55% in size
Target sequence (A8B2U2 whole entry, looked up): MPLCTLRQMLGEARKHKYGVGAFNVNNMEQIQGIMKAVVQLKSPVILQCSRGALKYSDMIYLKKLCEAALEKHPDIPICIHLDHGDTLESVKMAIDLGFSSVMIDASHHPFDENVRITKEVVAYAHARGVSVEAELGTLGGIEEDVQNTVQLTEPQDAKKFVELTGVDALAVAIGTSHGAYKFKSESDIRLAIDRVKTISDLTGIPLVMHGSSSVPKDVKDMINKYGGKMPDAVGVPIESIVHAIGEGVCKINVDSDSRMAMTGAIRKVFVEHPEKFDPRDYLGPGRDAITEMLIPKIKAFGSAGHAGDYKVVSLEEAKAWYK
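Giardia FBPA (40 nM reagent) was preincubated 10 min at RT with compound (up to 57.5 uM final), then substrate plus GAPDH/TPI/NAD/arsenate coupling system with diaphorase/resazurin was added; resorufin fluorescence (525/598 nm) was read after 20 min.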
AmpC inh no detg = qHTS Inhibitors of AmpC Beta-Lactamase (assay without detergent) | AmpC nitrocefin hydrolysis, absorbance 480 nm, 0.0001% Triton | P00811 | AID 485341, 2010 | Potency, µM (top dose mostly 57.1 µM), for inactives: at the top dose activity change, negative = inhibition, usual class: inhibitors | 0.52% of 330,000 active;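 note: potency is the fitted concentration of half-maximal effect; plate controls were no compound for no effect and no enzyme for full effect; nearly all actives have a fitted effect of over 20% in size; some results filed as inactive show a strong effect at the top dose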
Target sequence (P00811 whole entry, looked up): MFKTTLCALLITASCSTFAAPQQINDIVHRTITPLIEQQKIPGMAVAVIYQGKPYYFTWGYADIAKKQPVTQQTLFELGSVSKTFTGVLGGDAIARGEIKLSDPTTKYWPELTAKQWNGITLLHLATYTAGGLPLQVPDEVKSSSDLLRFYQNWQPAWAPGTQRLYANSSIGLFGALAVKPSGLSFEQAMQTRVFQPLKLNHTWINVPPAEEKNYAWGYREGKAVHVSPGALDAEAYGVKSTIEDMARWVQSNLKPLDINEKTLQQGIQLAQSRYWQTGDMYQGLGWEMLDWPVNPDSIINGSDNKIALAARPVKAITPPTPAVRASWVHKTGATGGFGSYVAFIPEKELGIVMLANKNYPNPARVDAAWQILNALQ
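20 mM phosphate pH 7.0 + 0.01% (detergent screen) or 0.0001% Triton X-100; 5.3 nM AmpC reagent; cpd preinc 15 min RT; nitrocefin (800 uM stock) to start; A480 q20 s × 4 min; Activity was normalised to no-enzyme and no-compound control wells.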
HCV inhibitor = qHTS Assay for Inhibitors of Hepatitis C Virus (HCV) | Potency, µM (highest dose often 41.8 µM), without a hit: top-dose activity change, negative = inhibition, actives largely listed as inhibitors | 3.4% of 340,000 active | Huh7.5.1 HCVcc-Cre infection, luciferase reporter, 44 h; note: potency is the fitted concentration of half-maximal effect
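Infectious HCV cell culture screen: compound-treated cells (1,000/well, pre-plated 4 h) are infected with HCVcc-Cre at roughly 0.5 moi and grown 44 h. Infection is quantified by luciferase signal after 15 min substrate incubation at room temperature.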
AmpC inh detg = qHTS Inhibitors of AmpC Beta-Lactamase (assay with detergent). P00811. AmpC hydrolysis of nitrocefin, absorbance 480 nm, 0.01% Triton. AID 485294, 2010. 0.041% of 370,000 active. Potency, µM (doses to about 114 µM), without a hit: at the highest dose activity change, negative = inhibition, actives largely listed as inhibitors;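 note: potency is the fitted concentration of half-maximal effect; 0% = no-compound wells and -100% = no-enzyme wells; nearly all actives have a fitted effect of over 25% in size; some results filed as inactive show a strong effect at the top dose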
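20 mM phosphate pH 7.0 + 0.01% (detergent screen) or 0.0001% Triton X-100; 5.3 nM AmpC reagent; cpd preinc 15 min RT; nitrocefin (800 uM stock) to start; A480 q20 s × 4 min; Activity was normalised to no-enzyme and no-compound control wells.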
HCMV antiviral = qHTS Assay for inhibitors of the human cytomegalovirus (HCMV); AID 1259415, 2018; HFF cells, HCMV-luciferase reporter, 72 h; stronger effect = lower value; activity change, negative = inhibition, % at 57.5 µM; 4.5% of 410,000 active; in the data active = activity change below about -60%; inconclusive = no clear call, values can overlap the other calls; inactive = above about -39%
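Inhibition of viral replication was scored as loss of reporter luminescence in HFFs infected with HCMV-luciferase (MOI 1 PFU/cell) for 72 h; compounds tested at 2 doses, normalized to buffer and Salinomycin controls.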
Sm TGR block = qHTS Assay for the Inhibitors of Schistosoma Mansoni Peroxiredoxins; purified TGR, DTNB reduction, TNB absorbance 405 nm; 3% of 360,000 active; Schistosoma mansoni thioredoxin glutathione reductase (TGR), Q962Y6; Potency, µM (doses to about 114 µM), for the others: at the top dose activity change, negative = inhibition, most hits filed as inhibitors; note: potency is the fitted concentration of half-maximal effect; nearly all actives have a fitted effect of over 60% in size
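First, TGR (20 nM dispensed) and NADPH were mixed with compound. Second, a 15 min room-temperature incubation followed. Third, further NADPH and then DTNB were added to start the reaction. Finally, TNB absorbance was monitored kinetically.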
Numbers without * were called inactive; ? = inconclusive; . = not tested or not shown; & = joins results of further samples; [ ] = remark or other dose. Unless noted, calls come from the whole dose curve; as a rule, active = well fitted curve in the direction sought with a large enough effect; inconclusive = small, poorly fitted or top-dose-only effect, or another doubt; inactive = no such curve, though single readings can be large; an effect the other way counts as inactive or inconclusive. Unless noted, % is set by controls: 0 for no effect and ±100 for the full control effect. Not a hit list; any-hit rate near 9.9%.

1) COCCCNCCCOc1ccc(Cl)cc1C(C)(C)C
2) C=CC(=O)Nc1ccc(N(C)c2ccnc(Nc3ccc(N4CCN(C)CC4)cc3)n2)cc1
3) N#CC(C(=O)OC1CCCCC1)c1nc2ccccc2nc1N1CCCCC1 (stereo unspecified)
4) CC(C)Cn1c(N)c(C(=O)COC(=O)c2cc(C(F)(F)F)nc3c(C(F)(F)F)cccc23)c(=O)n(C)c1=O
5) CCOc1ccc(CNC(=S)Nc2ccccc2)cc1Cl
6) CC(C(=O)O)n1nc2ccccc2n1 (stereo unspecified)
7) CCNC(=O)N(C)C[C@H]1N[C@@](CC)(C(=O)OC)[C@H]2C(=O)N(Cc3ccccc3)C(=O)[C@@H]12
8) CCCc1nc2ccccc2[nH]1

Assay by compound,1,2,3,4,5,6,7,8
FBPA Giardia inh,-22%,.,1%,0%&-7%,6%,11%,.,-27%
AmpC inh no detg,38%,74%[activator],-13%,-20%,-40%,-28%,-23%,-18%
HCV inhibitor,7.1µM*,?,.,-4%[8.37 µM],-26%,22%,4%,17%
AmpC inh detg,2%,.,?,-13%,-1%,-12%,.,2%
HCMV antiviral,-27,83,-5,12,-23,29,4,40
Sm TGR block,-17%,.,6%,-3%,-24%,3%,.,-18%

Of the compounds above, 5 contain nitrogen in an aromatic ring.
2) C=CC(=O)Nc1ccc(N(C)c2ccnc(Nc3ccc(N4CCN(C)CC4)cc3)n2)cc1
3) N#CC(C(=O)OC1CCCCC1)c1nc2ccccc2nc1N1CCCCC1 (stereo unspecified)
4) CC(C)Cn1c(N)c(C(=O)COC(=O)c2cc(C(F)(F)F)nc3c(C(F)(F)F)cccc23)c(=O)n(C)c1=O
6) CC(C(=O)O)n1nc2ccccc2n1 (stereo unspecified)
8) CCCc1nc2ccccc2[nH]1

Assay by compound,2,3,4,6,8
FBPA Giardia inh,.,1%,0%&-7%,11%,-27%
AmpC inh no detg,74%[activator],-13%,-20%,-28%,-18%
HCV inhibitor,?,.,-4%[8.37 µM],22%,17%
AmpC inh detg,.,?,-13%,-12%,2%
HCMV antiviral,83,-5,12,29,40
Sm TGR block,.,6%,-3%,3%,-18%

Next part.
9) Cc1cc(C(=O)NNC(=S)NC2CCCCC2)cs1
10) CC(C)CN(C(=O)CN1CCN(c2ccc(O)cc2)CC1)c1c(N)n(CC(C)C)c(=O)[nH]c1=O
11) COc1ccc(NC(=O)COC(=O)c2ccc(-n3nc(C)cc3C)cc2)cc1OC
12) COc1ccc(C(O)P(=O)(OC(C)C)OC(C)C)c(OC)c1 (stereo unspecified)
13) COCCCNC(=O)C1CC(=O)N(Cc2ccc(OC)cc2)C1 (stereo unspecified)
14) O=C(CSc1nnc(Cc2cc(=O)[nH]c(=O)[nH]2)n1-c1ccc(F)cc1)N1CCCCC1
15) COc1ccccc1OCCNC(=O)c1cccc(S(=O)(=O)N2CCN(Cc3ccccc3)CC2)c1
16) COc1ccc(N(C)S(=O)(=O)c2cccc(C(=O)Nc3ccc(OC)nc3)c2)cc1

Assay by compound,9,10,11,12,13,14,15,16
FBPA Giardia inh,.,?,.,5%,0%,-3%,.,-7%
AmpC inh no detg,-32%,-2%,5%,4%,-17%,-2%,62%[activator],-20%
HCV inhibitor,?,6%,-19%,16%,10%,-1%,?,?
AmpC inh detg,2%,?,1%,1%,2%,4%,-7%,?
HCMV antiviral,67,-4,-10,-3,-36,17,-26,-68*
Sm TGR block,6%,-7%,-2%,3%,3%,1%,-15%,1%

17) CCOC(=O)c1nn(-c2ccc(Cl)cc2)c2nnc(Cc3ccc(C)cc3)c(=O)n12
18) CC(=O)c1ccc(N(CC(=O)NCC2CCCO2)C(=O)CCC(=O)Nc2cc(C)on2)cc1 (stereo unspecified)
19) C/C(=N\S(=O)(=O)c1ccc(C)cc1)N1CCN(S(=O)(=O)c2ccccc2)C1
20) Cc1cccc(C)c1NC(=O)C1(NC(=O)C2CCCN2C(=O)OC(C)(C)C)CCCCC1 (stereo unspecified)
21) CC1CCC2(CC1)NC(=O)c1ccccc1O2 (stereo unspecified)
22) COc1ccc(NC(=S)/N=C(\N)Nc2nc(C)c3ccc(C)cc3n2)cc1
23) Cc1ccccc1N=Cc1cc2c(cc1O)OC(N)=C(C#N)C2c1ccccc1 (stereo unspecified)
24) COC(=O)Cn1cc(C=C2C(=O)NC(=O)NC2=O)c2ccccc21

Assay by compound,17,18,19,20,21,22,23,24
FBPA Giardia inh,4%,5%,21%,0%,3%,7%,?,12%
AmpC inh no detg,-39%,-13%,47%,23%,-20%,-35%,-26%,-16%
HCV inhibitor,6%,26%,-11%,12%,-22%,11µM*,-11%,12%
AmpC inh detg,?,-15%,-6%,-12%,6%,1%,-10%,-7%
HCMV antiviral,?,13,32,21,14,-35,-7,18
Sm TGR block,0%,1%,-5%,11%,46%[activator],18%,-3%,?

25) Cc1ccc(-c2nc3ccc(C(=O)O)cc3nc2-c2ccc(C)cc2)cc1
26) O=C(CCCCCn1c(=O)[nH]c2ccccc2c1=O)NCCc1ccccc1
27) COc1ccc([N+](=O)[O-])cc1NC(=O)c1ccc(N(Cc2ccccc2Cl)S(C)(=O)=O)cc1
28) Cc1nc2ccc(Oc3ccccc3)cc2s1
29) CCOCCCNC(=O)CS(=O)(=O)Cc1nc(-c2cccc(OC)c2)oc1C
30) CCN(CC)S(=O)(=O)c1ccc(C)c(NC(=O)CSc2nc3ccc(C)cc3[nH]2)c1
31) CCCCOC(=O)/C=C\C(=O)NC(N)=O
32) O=c1c2cc(Cl)ccc2[nH]c(=S)n1Cc1ccccn1

Assay by compound,25,26,27,28,29,30,31,32
FBPA Giardia inh,.,.,6%,.,5%,-14%,-14%,-23%
AmpC inh no detg,-30%,.,-15%,-1%,38%,-43%,-17%,-48%
HCV inhibitor,24%,.,?,-3%,2%&3%,?,?,-27%
AmpC inh detg,-10%,5%,?,?,-7%,-20%,-3%,-1%
HCMV antiviral,-12,31,5,58,15,29,112,-14
Sm TGR block,8%,8%,-1%,0%,45µM*,-2%,?,6%

33) S=C(NNc1ccnc2cc(Cl)ccc12)Nc1ccc(Cl)cc1Cl
34) CCOc1ccc(N(CC(=O)Nc2ccc(C)c(C)c2)S(=O)(=O)c2c(C)[nH]c(=O)[nH]c2=O)cc1
35) O=C(NC1CCCCCC1)c1ccc([N+](=O)[O-])s1
36) O=C(O)CCN1C(=O)c2ccc(NC(=O)CSc3ccc(Cl)cc3)cc2C1=O
37) COc1ccc(CCNC(=O)CSc2ccc(-c3ccco3)nn2)cc1OC
38) Cc1nc(N)[nH]c(=O)c1CC(=O)OCCCl
39) COc1cc(C2C(C#N)=C(N)Oc3cc(C)oc(=O)c32)ccc1OC(=O)N1CCOCC1 (stereo unspecified)
40) CC(=O)c1cccc(NC2=NCC(C)S2)c1 (stereo unspecified)

Assay by compound,33,34,35,36,37,38,39,40
FBPA Giardia inh,-6%,3%,.,15%,-11%,4%,4%,7%
AmpC inh no detg,-49%,-27%,-25%,-34%,-13%,-10%,-16%,-18%
HCV inhibitor,5.6µM*,10%,?,20%,0%,36%[activator],5%&20%,21%
AmpC inh detg,-13%,9%,0%,-4%,-4%,3%,-7%,-16%
HCMV antiviral,0,-10,?,-13,-63*,47,-5,24
Sm TGR block,0%,3%,-4%,0%,18µM*,7%,-12%,-29%

41) COc1ccc(-c2nc3ccccc3o2)cc1NC(=O)Cc1ccc(Cl)cc1
42) C=CCN1C(=O)c2ccc(C(=O)N(C)CC(=O)Nc3ccccc3Br)cc2C1=O
43) C=CCN1C(=O)S/C(=C/c2ccsc2)C1=O
44) CCOC(=O)N1CCN(C(=O)c2cc3c(ccc4ccccc43)oc2=O)CC1
45) Cc1cc(NC(=O)COC(=O)c2c(C)noc2C)ccc1Br
46) O=C1NC(=O)N(CCc2ccc(F)cc2)C(=O)/C1=C/c1cccs1
47) Cc1cc(NC(=O)CCC(=O)N(CCC(C)C)C(C(=O)NC2CCCC2)c2cccnc2)no1 (stereo unspecified)
48) N/C(=N\OC(=O)c1ccc(Cl)cc1)c1cccnc1

Assay by compound,41,42,43,44,45,46,47,48
FBPA Giardia inh,.,.,0%,2%,-1%,3%,6%,4%
AmpC inh no detg,.,1%,-15%,19%,-24%,-36%,27%,-15%
HCV inhibitor,.,1%,8%,2%,-12%,27%,19%,?
AmpC inh detg,-8%,2%,4%,?,-5%,?,-9%,-2%
HCMV antiviral,18,26,-15,1,?,30,-11,90
Sm TGR block,-2%,2%,7%,-26%,-3%,?,0%,-20%

49) COc1cc(OC)nc(NC(=O)CSc2nc3ccccc3o2)n1
50) COc1ccc(OC)c(NC(=O)Cn2cc(C(=O)c3ccco3)c3ccccc32)c1
51) Cc1cccc(NC(=O)c2cc3ccccc3o2)c1
52) Cc1ccc(CN(C(=O)c2ccco2)C2CCS(=O)(=O)C2)cc1 (stereo unspecified)
53) CCCCSc1nc(-c2ccc(OC)cc2)ccc1C#N
54) O=C(CNC(=O)Cc1ccccc1)NCc1cccs1
55) CCOc1ccccc1NC(=O)CSc1nc2c(c(=O)n(C)c(=O)n2C)n1C
56) Cc1coc2c1c(C)cc1oc(=O)c(Cc3ccccc3)c(C)c12

Assay by compound,49,50,51,52,53,54,55,56
FBPA Giardia inh,-1%,-4%,?,.,.,.,21%,4%
AmpC inh no detg,-39%,-30%,-34%,-3%,.,-14%,57%,-15%
HCV inhibitor,-4%,?,?,-1%,.,19%,13%,-7%
AmpC inh detg,?,?,-4%,-2%,-4%,-18%,-4%,-4%
HCMV antiviral,-12,-18,.,-4,2,13,17,10
Sm TGR block,-5%,-5%,-3%,-4%,3%,-10%,7%,11%

57) Cc1ncoc1C(=O)NC1CC(C)(C)Cc2c1cnn2-c1ccccc1 (stereo unspecified)
58) O=C(CSc1ccc(/C=N/NC(=O)c2cccc(F)c2)o1)Nc1ccccc1
59) NC(=O)N/N=C/c1cc(F)cc(F)c1
60) Cc1cc(C)c(NC(=O)CCCCCNC2CCCCC2)c(C)c1
61) COc1ccc2cc(C(=O)N3CCC(Cc4ccccc4)CC3)[nH]c2c1
62) COc1ccc(N2CCCn3c2nc2c3c(=O)n(CCN3CCOCC3)c(=O)n2C)cc1
63) COc1ccc(Cl)cc1C(Nc1cccnc1)c1ccc2cccnc2c1O (stereo unspecified)

Assay by compound,57,58,59,60,61,62,63
FBPA Giardia inh,.,9%,6%,-12%,2%,0%,?
AmpC inh no detg,83%[activator],-58%,-19%,-11%,-6%,-12%,-18%
HCV inhibitor,-8%,5%,18%,?,7%,-7%,8.9µM*
AmpC inh detg,2%,-1%,-14%,-13%,0%,10%,9%
HCMV antiviral,-21,-22,16,-10,107,10,-7
Sm TGR block,-2%,-20%,5%,5%,-5%,8%,0.1µM*

Compound activity deposited in PubChem by National Center for Advancing Translational Sciences (NCATS).
